Source: PubChem BioAssay (Sanford-Burnham Center for Chemical Genomics)
TAG inh: triacylglycerol accumulation inhibition | H9c2 cells, Nile Red lipid (TAG) fluorescence; cells loaded with 200 µM oleic acid | inhibition, % at 12.5 µM | 230,000 compounds, 0.66% hits | AID 651582;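 active = pattern-corrected inhibition of lipid staining of at least 50% with the nuclear-stain viability signal not falling by more than 50%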;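 also: 0% = DMSO wells and 100% = triacsin C control wells; some results filed as inactive read as strong as hits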
TAG inh DAPI viability: also measured in TAG inh; calls as there; DAPI nuclei signal change (viability), lower = more cytotoxic, %;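 whole-well DAPI fluorescence read on a plate reader as a viability signal; minus 50 percent equals half of cells still viable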
* hit, by the source's call. A portion of the library; count on the stated rates, not on these rows.

SMILES	TAG inh	TAG inh DAPI viability
NNC(=O)CNC(=O)C12CC3CC(CC(C3)C1)C2	-8	5
O=C(Nc1ccc(N2CCN(C(=O)c3ccco3)CC2)c(Cl)c1)c1cc2ccccc2o1	18	-10
CCN(CC(=O)Nc1ccc(NC(C)=O)cc1)C(=O)c1ccc2ccccc2c1	-6	-7
CC1Cc2c([nH]c(=O)n(-c3ccccc3)c2=O)O1 (stereo unspecified)	-1	5
COc1cc(OC)c(C2N(c3ccc(Cl)c(Cl)c3)C(=O)C3CCCN32)cc1OC (stereo unspecified)	-18	21
CCN(CC)S(=O)(=O)c1cc(NC(=O)C2Cc3ccccc3C(=O)O2)ccc1C (stereo unspecified)	0	6
COc1ccccc1CC1CC(=O)N(c2ccc([N+](=O)[O-])cc2)C1=O (stereo unspecified)	-6	1
CC(=O)c1ccc(NC(=S)NCCCN2CCOCC2)cc1	15	-6
COc1ccc(S(=O)(=O)N2CCOCC2)cc1N(C)S(=O)(=O)c1ccc(C)cc1	-2	-3
COc1ccc(C2CC(=O)C=C3c4ccc(OC)cc4CCC32)cc1 (stereo unspecified)	11	-2
COC(=O)[C@@]1(Cc2ccccc2)[C@H]2C(=O)N(C)C(=O)[C@H]2[C@H]2CN(C)C(=NCc3ccccc3)N21	-8	6
CCn1cc(C(=O)OCC(=O)Nc2ccc(S(=O)(=O)N3CCCC3)cc2)c(=O)c2ccc(C)nc21	-3	5
COc1cc(C)c(S(=O)(=O)NCc2ccc3c(c2)OCO3)cc1C	0	-14
COc1cccc(S(=O)(=O)N(C)C[C@H]2OCc3cnnn3CCCC(=O)N([C@H](C)CO)C[C@H]2C)c1	-15	4
O=c1cc[nH]c2ccc([N+](=O)[O-])cc12	1	1
CN(C)CCCN(C(=O)c1ccc(S(=O)(=O)N2CCc3ccccc3C2)cc1)c1nc2c(F)cccc2s1	23	0
CCc1nc2ccccc2c(C(=O)Oc2cccc3cccnc23)c1C	-16	-7
C/C=C(\CS(=O)(=O)c1ccccc1)S(=O)(=O)c1ccccc1	3	-10
CCNc1nc(SCCOc2ccc(C)cc2)nc(N(C)C)n1	-108	0
O=C(Cc1ccc([N+](=O)[O-])cc1)Nc1ccc2c(c1)OCO2	-5	-7
Cc1csc(NC(=O)c2ccco2)c1C(=O)c1ccccc1	-1	-4
Cc1cc(N(C)C)c(C#N)c(=O)[nH]1	10	6
O=C(Nc1ncccn1)c1ccc(Cl)c([N+](=O)[O-])c1	11	-1
Cc1cc(N)ncc1[N+](=O)[O-]	-1	2
O=C(COC(=O)c1ccc(F)cc1Cl)Nc1cccc(S(=O)(=O)N2CCOCC2)c1	-4	2
Cc1cc(-n2cnc(-c3cn(C)nc3C)n2)no1	3	6
Cc1cccc(C(=O)NCC(=O)N2CCN(S(=O)(=O)c3ccc4c(c3)OCCO4)CC2)c1	8	-11
c1cc(Nc2cccc3nccnc23)c2nccnc2c1	2	4
Cc1ccc(C)c(C(=O)OCC(=O)Nc2cccc(S(=O)(=O)NC3=NCCCCC3)c2)c1	9	-8
Cc1ccc(-n2ncc3c2CC(C)(C)CC3NC(=O)c2cc[n+]([O-])cc2)cc1 (stereo unspecified)	0	-5
COc1ccc(NC(=S)NNC(=O)CCn2cc([N+](=O)[O-])cn2)cc1	-11	4
O=C(c1cc2c(s1)-c1ccccc1S(=O)(=O)C2)N1CCCC1	-11	4
Cc1ccc(NC(=O)CSc2ccc(-c3cccnc3)nn2)cc1	-7	2
O=C(COc1ccc(-c2ccccc2)cc1)Nc1cccnc1	-45	12
C[C@H](NC(N)=O)C(=O)Nc1ccc2c(c1)OCO2	-13	5
CCOC(=O)CN(C(=O)c1ccccc1[N+](=O)[O-])C(C)(C)C	-1	3
CCCOc1ccc2nc(C)c(CCC)c(SC(=N)N)c2c1	21	-7
COc1ccc(CNC(=O)COC(=O)c2ccc(C)c(S(=O)(=O)N3CCOCC3)c2)cc1OC	-19	3
O=C(Oc1cccnc1)c1ccc([N+](=O)[O-])cc1	5	15
COc1cc(SC)ccc1C(=O)NNC(=O)C1COc2ccccc2O1 (stereo unspecified)	-5	2
O=C(NCCCN1CCOCC1)C(=O)NCC1OCCN1S(=O)(=O)c1ccc(Br)cc1 (stereo unspecified)	-16	1
Cc1csc2ncc(C(=O)NCc3ccccc3Cl)c(=O)n12	-14	4
Cc1cccc2c1-c1sc(C(=O)N3CCc4ccccc4C3)cc1CO2	-6	1
COc1ccc([C@@H]2C[C@@H](c3ccccc3)Oc3cc(C)cc(C)c32)cc1	-56	5
CC(=O)C1CCC2C3CCC4=CC(=O)C=CC4(C)C3C(=O)CC12C (stereo unspecified)	5	-8
CCN1CCN(c2ccc(Cl)cc2NC(=O)c2ccc(-n3nc(C)cc3C)cc2)CC1	23	1
Cc1ccc(OCC(=O)Nc2ccc(N3CCOCC3)cc2)c([N+](=O)[O-])n1	-2	0
CC1(C)C(CO)=CC(=O)C2=C1SCC(=O)N2	9	0
COCCCN1C(=O)C(=O)/C(=C(/O)c2ccc(OCC(C)C)cc2)C1c1cccnc1 (stereo unspecified)	-1	0
Cc1cc(C)c2c(N)c(C(=O)NN3CC(=O)N(c4ccccc4)CC3=O)sc2n1	-16	15
CCOc1ccc(C(C(=O)NC2CCCCC2)N(CCOC)C(=O)c2snc(C(N)=O)c2N)cc1 (stereo unspecified)	-6	3
Cc1nc(N2CCN(C(=O)c3ccco3)CC2)c2c3c(sc2n1)CCC3	23	-13
COc1ccc(-c2cc(C(F)(F)F)n3nc(C(N)=O)cc3n2)cc1	12	53
CCOC(=O)CNC(=O)Cn1c(C)cc2ccccc2c1=O	13	9
CC(=O)C1=C(C)Nc2ncnn2C1c1ccc(Cl)cc1 (stereo unspecified)	-1	2
Nc1ccc2c(c1)Oc1ccccc1C=C2	2	14
CCOP(=O)(c1ccccc1)c1nc(-c2ccc(F)cc2)oc1N1CCCCC1 (stereo unspecified)	-53	7
CSc1ccc(Cn2nnc(C(=O)NCCc3ccc(Cl)cc3)c2N)cc1	-13	-1
CSc1ncccc1C(=O)NNC(=O)c1csc(N2CCOCC2)n1	11	-4
c1ccc(CC2CCCNC2)cc1 (stereo unspecified)	10	0

Carrying on:
SMILES	TAG inh	TAG inh DAPI viability
O=C(O)CCn1c(Cc2ccccc2)nc2ccccc21	-1	0
Cc1ccc(C(=O)Nc2cccc(-c3nc4ncccc4o3)c2)cc1	3	8
c1ccc(-c2cnnc(N3CCOCC3)n2)cc1	20	-15
COc1ccc(S(=O)(=O)N=N/C=C2\C=CC=CN2O)cc1OC	100	-92
CC(C)CC(=O)NS(=O)(=O)c1ccc(N)cc1	4	-2
COc1cc2cc(CN(CCCN3CCOCC3)C(=O)Nc3ccc(F)cc3)c(=O)[nH]c2cc1OC	3	-2
COc1cccc(S(=O)(=O)Nc2cccc(C(=O)N3CCCC3)c2)c1	-9	-1
C#CCn1c(O)c(N=NC(=O)C(O)c2ccccc2)c2ccccc21 (stereo unspecified)	3	-9
C=CCOC(=O)C1=C(C)NC(=O)NC1c1ccc2c(c1)OCO2 (stereo unspecified)	-6	-1
CN([C@@H](C(=O)OC(C)(C)C)c1ccccc1)S(=O)(=O)c1cccc(S(=O)(=O)N(C)[C@@H](C(=O)OC(C)(C)C)c2ccccc2)c1	26	5
CC1(C)NC(=O)N(CC(=O)OCC(=O)NC(=O)c2ccccc2)C1=O	-4	4
CC(=O)c1cccc(NC(=O)C(C)N(C)CC(=O)Nc2ccc(Cl)cc2)c1 (stereo unspecified)	-5	-1
CSc1ccccc1-c1nnc(-c2ccc(C)cc2)o1	-5	-2
CC1CN(c2ccccn2)C(C)CN1C(=S)Nc1ccccc1 (stereo unspecified)	1	0
Cc1cc(C)c(C)c(S(=O)(=O)N2CCC(C(=O)Nc3ccc(S(=O)(=O)N4CCOCC4)cc3)CC2)c1C	-9	-4
Cc1[nH]c2ccccc2c1C(=O)C(C)OC(=O)c1ccc(Cl)nc1 (stereo unspecified)	-4	1
CC(Oc1ccccc1)C(=O)Nc1c2c(nn1-c1ccccc1)CS(=O)C2 (stereo unspecified)	-14	3
CCOC(=O)C1CCN(C(=O)C(C)Sc2ccc(Cl)cc2)CC1 (stereo unspecified)	-3	-5
O=C(c1ccccc1F)N(Cc1ccc(F)cc1)C1CCS(=O)(=O)C1 (stereo unspecified)	10	-2
CC(=O)Nc1ccc(CN2C(=O)C(Cc3ccccc3)ON=C2c2cccc(F)c2)cc1 (stereo unspecified)	-13	-5

3 entries from above, reformatted:
SMILES,TAG inh,TAG inh DAPI viability
O=C(O)CCn1c(Cc2ccccc2)nc2ccccc21,-1,0
Cc1ccc(C(=O)Nc2cccc(-c3nc4ncccc4o3)c2)cc1,3,8
c1ccc(-c2cnnc(N3CCOCC3)n2)cc1,20,-15

Whole records as entered above:
`CC(C)CC(=O)NS(=O)(=O)c1ccc(N)cc1` in the list: TAG inh = 4; TAG inh DAPI viability = -2
`O=C(c1ccccc1F)N(Cc1ccc(F)cc1)C1CCS(=O)(=O)C1` (stereo unspecified) in the list: TAG inh = 10; TAG inh DAPI viability = -2

(cont.)
SMILES	TAG inh	TAG inh DAPI viability
Cc1ccc(C)c(NC(=S)NC(C)C(c2ccccc2)N2CCN(C)CC2)c1 (stereo unspecified)	11	-15
O=C(Nc1ccccc1)c1nc[nH]c1C(=O)NCc1ccccc1	-14	6
O=C(COC(=O)c1cccc([N+](=O)[O-])c1)NCc1cccs1	7	0
COc1ccc(N2C(S)=C(C#N)C(=O)NC2c2ccc(OC)c(OC)c2)cc1 (stereo unspecified)	4	-2
COc1ccc(C(=O)OCC(=O)NC(=O)NC2CCCC2)cc1OC	5	-2
Cc1cccc(-c2oc3ccc(-c4ccc5c(c4)OCO5)cc3c2-c2ccc(OC3CCCCO3)cc2)c1 (stereo unspecified)	-13	115
COc1ccccc1NC1=Nc2cccc3cccc1c23	8	-11
O=C(Cc1ccsc1)N1CCc2c([nH]c3ccccc23)C1c1ccccn1 (stereo unspecified)	-9	4
Cc1ccc(S(=O)(=O)N2CCCCC2)cc1NCC(=O)Nc1ccc(Br)cc1F	-30	22
CC1(C)C(=O)Nc2ccccc2N1C(=O)COC(=O)/C=C/c1ccc(OC(F)F)cc1	-7	-7
COc1ccc(OCC(=O)NNC(=O)C2CCC2)cc1	1	-1
CN(C)c1ccc(NC(=O)c2cc3c(=O)n4ccccc4nc3n2C)cc1	11	15
COc1ccc(NC2CS(=O)(=O)CC2OC(=O)c2ccc(F)cc2)cc1 (stereo unspecified)	10	-1
S=C(Nc1ccc(Cl)cc1)Nc1ccc2cn[nH]c2c1	-3	2
Cc1ccc(Cl)c(OCC(=O)Nc2cccnc2)c1	-19	7
Cc1ccc(C)c(OCc2cc(C(=O)N3CCN(C4CCCCC4)CC3)no2)c1	-12	9
COCCN(C(=S)Nc1cccc(C)c1)C(C)c1cccnc1 (stereo unspecified)	-4	0
Cc1[nH]n(-c2ccccc2)c(=O)c1C(=O)c1cccc(F)c1	9	-6
Cc1cccc(N2CC(c3nc4ccccc4[nH]3)CC2=O)c1 (stereo unspecified)	4	-7
COc1ccccc1N1CCN(CC(=O)c2c(C)[nH]c3cc(C)ccc23)CC1	28	-8

As entered above.
TAG inh result of COc1ccc(NC2CS(=O)(=O)CC2OC(=O)c2ccc(F)cc2)cc1 (stereo unspecified) = 10
TAG inh result of Cc1ccc(C)c(OCc2cc(C(=O)N3CCN(C4CCCCC4)CC3)no2)c1 = -12
TAG inh DAPI viability result of Cc1ccc(S(=O)(=O)N2CCCCC2)cc1NCC(=O)Nc1ccc(Br)cc1F = 22
TAG inh result of O=C(COC(=O)c1cccc([N+](=O)[O-])c1)NCc1cccs1 = 7
TAG inh result of COCCN(C(=S)Nc1cccc(C)c1)C(C)c1cccnc1 (stereo unspecified) = -4
TAG inh DAPI viability result of O=C(Nc1ccccc1)c1nc[nH]c1C(=O)NCc1ccccc1 = 6
TAG inh result of COc1ccc(N2C(S)=C(C#N)C(=O)NC2c2ccc(OC)c(OC)c2)cc1 (stereo unspecified) = 4

Other results
SMILES	TAG inh	TAG inh DAPI viability
CC(=O)c1ccc2c(c1)C1C=CCC1C(c1cc3c(cc1Br)OCO3)N2 (stereo unspecified)	40	-26
CNc1ccc(N=Nc2cccc3ncccc23)cc1	-58	4
CCOc1cc(N2CCOCC2)c(OCC)cc1NC(=O)C1=COCCO1	27	-7
COc1ccc(N)cc1C#N	3	6
CC1(C2CC2)NC(=O)N(CC(=O)N2CCN(S(=O)(=O)c3ccc(F)c(F)c3)CC2)C1=O (stereo unspecified)	-5	-10
CC1=NNC(=O)C1Cc1c(Cl)cccc1Cl (stereo unspecified)	-14	11
CCOC(=O)c1c(C)[nH]c(C(=O)OCC(=O)c2ccc3c(c2)NC(=O)CO3)c1C	-16	0
COCCNC(=S)N=Nc1c(O)[nH]c2ccc([N+](=O)[O-])cc12	8	4

Three records picked at random from the list so far:
SMILES	TAG inh	TAG inh DAPI viability
CC1=NNC(=O)C1Cc1c(Cl)cccc1Cl (stereo unspecified)	-14	11
CNc1ccc(N=Nc2cccc3ncccc23)cc1	-58	4
COc1ccc(N)cc1C#N	3	6
